Bioassay records: PubChem BioAssay, National Center for Advancing Translational Sciences (NCATS)
GLS inh: inhibitors of human glutaminase (GLS); Potency, µM (doses to about 45.5 µM), for inactives: at the top dose activity change, negative = inhibition, most hits filed as inhibitors; AID 624170; actives 0.21% (n = 410,000); GLS enzymatic activity, qHTS titration; also: % is scaled to controls: 0 for no effect and ±100 for the full control effect
Target sequence (O94925 whole entry, looked up): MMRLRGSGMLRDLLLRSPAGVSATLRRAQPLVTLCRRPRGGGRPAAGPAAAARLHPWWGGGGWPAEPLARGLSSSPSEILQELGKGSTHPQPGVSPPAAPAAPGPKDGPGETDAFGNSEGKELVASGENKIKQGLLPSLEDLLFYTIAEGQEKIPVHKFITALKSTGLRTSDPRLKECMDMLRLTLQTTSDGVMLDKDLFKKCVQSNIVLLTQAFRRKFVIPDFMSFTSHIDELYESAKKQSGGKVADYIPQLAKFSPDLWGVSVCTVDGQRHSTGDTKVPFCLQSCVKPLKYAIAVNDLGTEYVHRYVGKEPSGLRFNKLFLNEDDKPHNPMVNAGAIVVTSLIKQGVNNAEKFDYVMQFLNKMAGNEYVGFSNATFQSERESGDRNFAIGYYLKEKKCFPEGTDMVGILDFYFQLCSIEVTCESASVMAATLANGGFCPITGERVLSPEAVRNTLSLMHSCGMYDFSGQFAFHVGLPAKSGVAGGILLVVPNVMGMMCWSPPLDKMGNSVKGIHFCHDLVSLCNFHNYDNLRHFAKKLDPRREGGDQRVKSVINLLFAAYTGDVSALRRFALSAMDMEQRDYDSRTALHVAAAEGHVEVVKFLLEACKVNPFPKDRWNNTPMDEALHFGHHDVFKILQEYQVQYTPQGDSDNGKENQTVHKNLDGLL
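hKGA in 45 mM KH2PO4 pH 8.2, 0.02% Tween-20 with pin-transferred compounds; 1 mM L-glutamine (stock) plus glutamate oxidase/HRP/Amplex Red coupling added. Fluorescence read initially and after 30 min at RT.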
rTrxR1 inhibitor: blocks rat thioredoxin reductase 1; O89049; recombinant rTrxR1, NADPH fluorescence consumption, selenite substrate; Potency, µM (highest dose often 114 µM), for the others: top-dose activity change, negative = inhibition, most hits filed as inhibitors; actives 1% (n = 390,000); AID 588453; also: % is scaled to controls: 0 for no effect and ±100 for the full control effect; nearly all actives have a fitted effect of over 65% in size
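Rat TrxR1 (90 nM in the dispensed reagent) was pre-reduced with 400 uM NADPH for 5 min at room temperature, then incubated with compound for 15 min. After 400 uM selenite was added, NADPH fluorescence (Ex 340/Em 450 nm) was followed for 8 min.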
PGK inhibitor: inhibitors of T. brucei phosphoglycerate kinase; PGK/GAPDH coupled, Kinase-Glo luminescence, 60 min; Potency, µM (titrated, usually from 57.5 µM), inactives show at the highest dose activity change, negative = inhibition, most hits filed as inhibitors; actives 0.043% (n = 380,000); P07378; AID 602233; also: % is scaled to controls: 0 for no effect and ±100 for the full control effect; nearly all actives have a fitted effect of over 60% in size
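Recombinant glycosomal PGK reaction used 1,3-bisphosphoglycerate generated in-well by GAPDH (100nM final) in 100mM TEA pH 7.6, 5mM MgCl2, 0.01% Tween-20. After 60 minutes at room temperature, ATP was read by Kinase-Glo Plus luminescence end-point.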
JMJD2A Tudor: blocks the human JMJD2A Tudor domain; O75164; AlphaScreen JMJD2A-Tudor / H3K4me3 peptide binding; Potency, µM (doses to about 114 µM), without a hit: at the top dose activity change, negative = inhibition, most hits filed as inhibitors; actives 4.4% (n = 390,000); AID 504339; also: % is scaled to controls: 0 for no effect and ±100 for the full control effect; nearly all actives have a fitted effect of over 50% in size
ERG Ets-DNA blk: blocks human ERG Ets domain binding to DNA; P11308; fluorescence polarization, His-ERG Ets domain / labelled DNA; Potency, µM (highest dose often 76.9 µM), without a hit: at the highest dose FP activity, negative = inhibition, usual class: inhibitors; actives 0.028% (n = 370,000); AID 624246; active = well fitted inhibition curve with a large enough effect in the polarisation, with a control signal flat; inconclusive = small, poorly fitted or top-dose-only effect, or effect the other way, or a change in a side signal; inactive = no such curve, though single readings can be large or run the other way; the % refers to the polarisation;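 also: polarization taken with two DNA probes labelled with fluorescein and Texas red; % of control where 0% means no effect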
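His-tagged ERG Ets domain (1 uM in the protein solution; 300mM KCl, 50mM Tris-HCl, 1mM EDTA, 1mM DTT, pH 7.5) received compound, then a probe mix of 5 nM fluorescein-DNA and 100nM Texas-615-DNA. Fluorescence polarization was read for both dyes.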
HP1b binding inh: inhibitors of HP1-beta chromodomain binding to methylated histone tails. actives 0.56% (n = 390,000). AlphaScreen HP1-beta / biotin-H3K9me3 peptide binding. P83916. Potency, µM (highest dose often 114 µM), without a hit: top-dose activity change, negative = inhibition, most hits filed as inhibitors. AID 540317; also: nearly all actives have a fitted effect of over 70% in size; inactives centre near 23
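HP1-beta protein (50 nM final) preincubated 30 min at room temperature with biotinylated H3(1-18)K9me3 peptide (50 nM) in PBS pH 7.4, 0.01% Tween-20, then compound added for 30 min. AlphaScreen streptavidin donor/nickel chelate acceptor beads (10 ug/mL final), 30 min dark, luminescence read.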
ALOX12 inh: blocks human arachidonate 12S-lipoxygenase; P18054; Potency, µM (top dose mostly 108 µM), for inactives: at the highest dose activity change, negative = inhibition, usual class: inhibitors; actives 1.1% (n = 580,000); AID 1671190; purified 12hLO, xylenol orange hydroperoxide absorbance; also: % is scaled to controls: 0 for no effect and ±100 for the full control effect
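Hydroperoxide product was detected by ferrous iron/xylenol orange as the 573 to 405 nm absorbance ratio. Arachidonic acid at 40 uM (final) was turned over for 30 min at room temperature by 150 nM human 12hLO, pH 7.0 Hepes buffer, after 15 min compound preincubation.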
Pin1 inhibitor: blocks the human prolyl isomerase Pin1. Q13526. Pin1 FP peptide displacement, HiFluor488, 10 min. actives 0.009% (n = 390,000). Potency, µM (titrated, usually from 115 µM), for the others: top-dose activity, negative = inhibition, actives largely listed as inhibitors. AID 504891; active = well fitted inhibition curve with a large enough effect in the polarisation, with a control signal flat, not every such curve was filed as active; inconclusive = small, poorly fitted or top-dose-only effect, or effect the other way, or a change in a side signal; inactive = no such curve, though single readings can be large or run the other way; the % refers to the polarisation; also: % is scaled to controls: 0 for no effect and ±100 for the full control effect
Target sequence (Q13526 whole entry, looked up): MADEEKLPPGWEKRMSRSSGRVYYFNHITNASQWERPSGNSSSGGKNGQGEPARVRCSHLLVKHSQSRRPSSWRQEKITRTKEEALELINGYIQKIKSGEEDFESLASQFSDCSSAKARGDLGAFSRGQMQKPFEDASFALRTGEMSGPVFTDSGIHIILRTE
RGS4 inh: blocks human RGS4-accelerated GTP hydrolysis; actives 0.039% (n = 390,000); Transcreener GDP fluorescence polarization, RGS4-accelerated GTP hydrolysis; AID 504845; P49798; Potency, µM (doses to about 114 µM), for the others: at the highest dose activity change, negative = inhibition, usual class: inhibitors; also: % is scaled to controls: 0 for no effect and ±100 for the full control effect; nearly all actives have a fitted effect of over 75% in size; some results filed as inactive show a strong effect at the top dose
Target sequence (P49798 whole entry, looked up): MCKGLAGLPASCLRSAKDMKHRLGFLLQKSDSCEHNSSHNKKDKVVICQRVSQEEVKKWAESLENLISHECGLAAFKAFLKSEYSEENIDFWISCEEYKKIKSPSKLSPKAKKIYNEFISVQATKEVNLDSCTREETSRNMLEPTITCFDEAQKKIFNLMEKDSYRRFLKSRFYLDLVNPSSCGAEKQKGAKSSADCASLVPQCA
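MLSMR compounds (23 nl, pin-transferred) preincubated 10 min at room temperature with a 500nM (2x) first reagent, then RGS4 at 900nM (2x) plus Transcreener GDP mix added; fluorescence polarization (620/688 nm) read before and after 90 min at 30 °C.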
Active calls of the source: *; i = inactive; ? = inconclusive; / = no result given; & = joins results of further samples; [ ] = another dose, or the depositor's remark. Unless noted, calls follow the shape of the dose curve; as a rule, active = well fitted curve in the direction sought with a large enough effect; inconclusive = small, poorly fitted or top-dose-only effect, or another doubt; inactive = no such curve, though single readings can be large; an effect the other way counts as inactive or inconclusive. Potency is read from the fitted curve at half-maximal effect. Some of the compounds tested; the hit share may differ from the screen's.

SMILES	GLS inh	rTrxR1 inhibitor	PGK inhibitor	JMJD2A Tudor	ERG Ets-DNA blk	HP1b binding inh	ALOX12 inh	Pin1 inhibitor	RGS4 inh
CCC(C)(C)NC(=O)C(c1ccc(C)cc1)N(CC1CCCO1)C(=O)CNC(=O)c1cccs1 (stereo not given)	-4%	9%	2%	-16%	/	14%	16%	1%	-17%
O=C(NCCOc1ccccc1)c1ccccc1NC(=O)C1CCCO1 (stereo not given)	-6%	22%[57.1 µM]	-7%	-17%	-11%	40%[activator]	0%	-3%	-28%
Cc1ccc(C)c(NC(=O)CSc2nccn2-c2cccc(C)c2C)c1	3%	7%[57.1 µM]	11%	?	-7%	?	5%	?	9%
COc1c(C)c2c(c(O)c1C/C=C(\C)CCC(=O)O)C(=O)OC2	11%	9%	3%	-15%	-11%	12%	-2%&16%	5%	4%
COc1ccc(/C=C2\C(=N)N3N=C(CC(=O)N4CCOCC4)SC3=NC2=O)cc1	4%	1%	-3%	-2%	2%	5%	-22%	2%	26%
CCN(CC)C(=O)Cn1c(=O)n(-c2ccc(OC)cc2OC)c(=O)c2c(C)c(C(=O)N(CC)CC)sc21	4%	4%[57.1 µM]	-6%	-16%	12%	59%[activator]	-9%	-3%	15%
O=C(COC(=O)c1ccc(Cl)c([N+](=O)[O-])c1)Nc1ccccc1OC(F)F	0%	-14%	-7%	2%	-16%	19%	-9%	?	11%
O=C(CCCc1ccccc1)NCCS(=O)(=O)N1CCN(c2ccc(F)cc2)CC1	10%	13%	-1%	-9%	5%	25%	8%	-3%	-12%
Cc1c(C(=O)NC(C)CN2CCCCC2)oc2ccccc12 (stereo not given)	12%	11%	1%	-12%	4%	27%	-5%	8%	-20%
O=C(CCc1ccccc1)NC1(Cc2ccccc2)CCN(CCCc2ccccc2)C1=O (stereo not given)	1%	14%[57.1 µM]	3%	-22%	-1%	20%	3%	?	1%
Cc1cc(C)cc(NC(=S)NCc2ccc(F)cc2)c1	1%	-21%	-7%	-34%	-5%	37%	?	2%	-9%
Cc1ccc2c(c1)N(CC(=O)N1CCCc3ccccc31)C(=O)C(C)O2 (stereo not given)	1%	25%	-10%	-6%	2%	41%[activator]	7%	-8%	3%
CCOC(=O)c1cccc(NC(=O)c2ccc(-n3cnnn3)cc2)c1	0%	13%	2%	-3%	-8%	3%	6%	0%	-3%
COc1ccc(OC(C)C(=O)N(C)Cc2nc(-c3ccc(C)cc3)no2)cc1 (stereo not given)	-2%	13%[57.1 µM]	0%	5%	1%	17%	?	1%	-6%
CC(=O)N1CCCc2cc(S(=O)(=O)NCc3ccc(N(C)C)cc3)ccc21	19%	6%[57.1 µM]	-4%	-29%	1%	18%[57 µM]	-3%	4%	6%
Cc1onc(-c2c(F)cccc2Cl)c1C(=O)ONC(=O)c1ccco1	-8%	-17%	-10%	40µM*	-9%	29%	?	-15%	15%
Cc1nn2c(=O)c(NC(=O)c3ccc(F)cc3)cnc2s1	3%	-5%	-10%	-7%	-1%	15%	150%&-9%[activator]	1%	10%
O=S(=O)(NC1CC1)c1ccc(Br)cc1N1CCC[C@H]1CO	1%	-14%	-1%	-19%	-6%	31%	2%	2%	-7%
Cc1ccc(C(=O)c2oc3ccccc3c2NC(=O)c2cc(-c3ccccc3)on2)cc1	-1%	22%	2%	2%	-3%	56%[activator]	-9%	-5%	10%
CCCCOc1ccc(CNC(=O)CN2CCSc3ccccc32)cc1	4%	20%[57.1 µM]	-9%	?	0%	-10%[57 µM]	?	-9%	-13%
CCOC(=O)C1(Cc2cccc(OC)c2)CCN(Cc2cc(OC)ccc2OC)CC1	1%	24%	-9%	?	0%	-14%	-4%	-2%	-7%
COc1ccc(C(=S)N2CCOCC2)cc1OC(=O)c1ccc(C)cc1	0%	20%	-3%	?	-4%	-20%	-26%	-5%	11%
COc1ccc(CN(C)C(=O)c2cc(S(=O)(=O)N3CCOCC3)ccc2N2CCCC2)cc1	4%	10%[57.1 µM]	6%	-17%	-10%	0%	?	5%	14%
O=S1(=O)CCO[C@H]2Cc3ccccc3[C@H]2N1Cc1ccc(F)cc1	-1%	16%[57.1 µM]	-4%	1%	12%	72%[activator]	-8%	0%	-1%
CCCOC(=O)c1ccc(NS(=O)(=O)c2cccs2)cc1	-10%	-18%	-2%	-22%	3%	28%	0%	-2%	-8%
Cc1ccc(OCc2cc(C(=O)NCc3cnn(-c4cccc(F)c4)c3)no2)cn1	-3%	8%	1%	6%	-5%	36%[activator]	2%	0%	-22%
c1ccc2oc(-c3ccc4nc[nH]c4c3)nc2c1	4%	13%[57.1 µM]	-1%	-17%	-2%	20%	0%	-13%	-8%
CC1(C)Oc2ccc3ccc(=O)oc3c2/C(=C/Nc2ccccn2)C1=O	-1%	2%[57.1 µM]	5%	?	0%	3%	?	-8%	22%
CC(CN1CCN(Cc2ccccc2)CC1)OC(=O)c1ccco1 (stereo not given)	9%	22%	-6%	-15%	5%	26%	0%	-1%	26%
O=C(NCc1ccccn1)c1cc(-c2ccccc2Cl)nc2ccccc12	-6%	11%	1%	-13%	9%	21%	-2%	6%	-5%
CCN(Cc1ccccc1)C(=O)C1CCN(c2ncnc3c2nc2n3CCCCC2)CC1	3%&7%	22%[57.1 µM]	-10%&-9%	-23%&-17%	0%&-1%	50%&1%[activator]	5%&-19%	-7%&-1%	-4%[56.9 µM]
COc1ccc2[nH]c(C)c(CCNC(=S)Nc3cccc(C)c3)c2c1	8%	1%	1%	?	-6%	-3%	?	0%	18%
CN(C)C=Nc1nonc1-c1ccccc1	7%	6%	7%	-2%	4%	42%[activator]	41%[activator]	9%	20%
COc1ccc(CCNC(=O)c2cc(=O)[nH]c3ccccc23)cc1	1%	25%[57.1 µM]	-4%	-10%	-8%	16%	-31%	-15%	-22%
COC(=O)c1sccc1NC(=O)COc1ccc(Cl)cc1Cl	5%	12%	0%	-10%	/	18%	4%	6%	-11%
Cc1ccc(C2CC(=O)NC(SCc3ccccc3)=C2C#N)o1 (stereo not given)	7%	-25%[57.1 µM]	-6%	?	6%	-11%	/	?	-18%
COc1ccc(NC(=O)c2cc3c(=O)n(Cc4cccs4)ccc3nc2C)cc1	-4%	11%[57.1 µM]	-8%	-18%	-3%	18%	-3%	-3%	-30%
NS(=O)(=O)c1ccc(CCNC(=O)C2CCN(S(=O)(=O)c3c(Cl)cccc3Cl)CC2)cc1	2%	18%	-3%	9%	0%	31%	-8%	-8%	-14%
CCOC(=O)C1CCN(C(=O)/C(=C/c2ccccc2)NC(=O)c2ccccc2)CC1	3%	36%[2.29 µM]	-3%	-6%	0%	29%	?	-6%	5%
CC(C)CN(C(=O)CSc1nc2ccccc2o1)c1c(N)n(Cc2ccccc2)c(=O)[nH]c1=O	-1%	20%	0%	-11%	/	33%	171%[activator]	11%	-52%
COc1c(F)c(F)c(C(=O)Nc2ccc3oc(-c4ccncc4)nc3c2)c(F)c1F	1%	23%[57.1 µM]	i	-12%	-7%	21%	0%	21%	-56%
Cc1ccc2c(=O)cc(C(=O)Nc3ccc(S(=O)(=O)Nc4onc(C)c4C)cc3)oc2c1	-1%&15%	-3%&-12%	-3%&-7%	-10%&-29%	-4%&2%	34%&18%	?	-1%&-1%	?
COc1ccc2cc(CCNS(=O)(=O)c3ccc(C)cc3)c(=O)[nH]c2c1	-2%	-11%	-7%	-7%	4%	10%	-16%	1%	-5%
CCc1c(C)nc(SC/C=C/c2ccccc2)[nH]c1=O	1%	11%	-8%	-8%	-3%	14%[57 µM]	/	-2%	-8%
Cc1cc(C)c(S(=O)(=O)NCC2CCC(C(=O)NCCc3ccccc3)CC2)c(C)c1 (stereo not given)	5%	12%[57.1 µM]	3%	8%	-7%	8%	-30%	0%	11%
CC(C)Cc1nnc(NC(=O)CCC(=O)N2CCN(Cc3ccc(F)cc3)CC2)s1	10%	6%	9%	-22%	-2%	32%	-1%	-20%	31%
CC1=NN(C(N)=S)C(=O)C1N=Nc1ccccc1Cl (stereo not given)	0%	-4%	-7%	-13%	-12%	27%	-16%	2%	-8%
Cc1cc(C)cc(N(C(=O)c2csnn2)C(C(=O)NC2CCCCC2)c2ccncc2)c1 (stereo not given)	-5%	9%[57.1 µM]	-7%	2%	-7%	38%	0%	2%	10%
COc1ccc(S(=O)(=O)N(CC(=O)NC2CCCC2)c2ccccc2OC)cc1	-3%	-8%	0%	3%	-4%	27%	-5%	-7%	7%
Cc1cc(N2CCC(C(=O)Nc3ccccc3Cl)CC2)n2nc(C)c(-c3ccc(Cl)cc3)c2n1	1%	17%	0%	-12%	5%	19%	-3%	-4%	13%
COC(=O)C1=C(C)Nc2ccc(C)cc2S1	-8%	29%	i	79µM*	-10%	?	?	0%	-44%
O=C(CCc1cn(Cc2ccc(F)cc2)c2ccccc12)NC1CCCCC1	0%	18%	-9%	-13%	1%	10%	-26%	6%	12%
